Phagocytosis inh: inhibitors of macrophage phagocytosis, primary screen, imaging, J774A.1 cells, IgG beads; J774A.1 macrophage IgG-bead phagocytosis; inhibition, % at 5 µM; hit rate 0.07% among 110,000;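 active = inhibition above the mean of the plate negative controls plus 5 SD, cut at about 13% in these data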;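 also: phagocytic index as fraction of beads internalized from green versus red external bead signal; plate controls were DMSO negative control for no effect and cytochalasin-D positive control for full effect; some results beyond the cut were filed as inactive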
GALR2 antag: GALR2 antagonists in receptor-expressing cells, primary screen. Galanin receptor type 2 (Homo sapiens), O43603. antagonist mode. inhibition, % at 4 µM. hit rate 0.39% among 140,000; in the data active = inhibition above about 27%;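 also: cells stimulated with galanin 1-16 at roughly its EC80; 0% = agonist challenge control and 100% = basal control without agonist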
Target sequence (O43603 whole entry, looked up): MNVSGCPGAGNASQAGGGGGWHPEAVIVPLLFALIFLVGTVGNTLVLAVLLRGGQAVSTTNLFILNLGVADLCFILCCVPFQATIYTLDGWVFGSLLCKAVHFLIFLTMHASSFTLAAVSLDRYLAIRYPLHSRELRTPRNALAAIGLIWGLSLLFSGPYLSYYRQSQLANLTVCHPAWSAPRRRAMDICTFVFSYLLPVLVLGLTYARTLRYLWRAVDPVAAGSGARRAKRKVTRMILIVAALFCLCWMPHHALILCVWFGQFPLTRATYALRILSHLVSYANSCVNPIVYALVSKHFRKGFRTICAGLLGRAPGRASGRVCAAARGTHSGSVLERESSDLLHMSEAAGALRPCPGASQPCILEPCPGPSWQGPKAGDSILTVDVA
NPY Y2 blocker: NPY-Y2 receptor antagonists, primary screen, cell-based; Neuropeptide Y receptor type 2 (Homo sapiens), P49146; inhibition, % at 2.7 µM; NPY-Y2 expressing cells, antagonist mode; hit rate 0.99% among 140,000; in the data active = inhibition above about 17%;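 also: 0% = vehicle with agonist challenge and 100% = reference antagonist with challenge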
Target sequence (P49146 whole entry, looked up): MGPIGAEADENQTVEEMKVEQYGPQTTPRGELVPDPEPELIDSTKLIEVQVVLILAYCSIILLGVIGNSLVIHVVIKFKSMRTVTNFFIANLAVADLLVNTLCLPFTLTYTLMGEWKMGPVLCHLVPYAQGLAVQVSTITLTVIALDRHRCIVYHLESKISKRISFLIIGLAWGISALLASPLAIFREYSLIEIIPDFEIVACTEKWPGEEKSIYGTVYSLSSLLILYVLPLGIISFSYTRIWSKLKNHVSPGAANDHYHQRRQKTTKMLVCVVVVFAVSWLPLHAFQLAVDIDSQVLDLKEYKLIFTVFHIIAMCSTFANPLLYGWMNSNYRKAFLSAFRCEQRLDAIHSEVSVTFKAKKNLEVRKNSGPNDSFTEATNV
MRP-1 activ: H69AR viability gain despite doxorubicin, primary screen, MRP-1 activator project, H69AR cells, CellTiter-Glo. hit rate 0.61% among 140,000. viability increase, % at 10 µM. AID 799, 2007. viability rescue;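 active = viability gain under doxorubicin at or above a set limit, the compound median plus 3 SD, cut at about 4.7% in these data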;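 also: MRP-1 overexpressing cells given doxorubicin 25 µM after compound pretreatment; 18-22 h compound pretreatment then 72 h with doxorubicin before readout; 0% = doxorubicin-only wells and 100% = vehicle-treated cells without doxorubicin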
Yeast life ext: compounds extending yeast replicative lifespan, primary screen, S. cerevisiae, OD615; hit rate 0.68% among 130,000; S. cerevisiae growth with nicotinamide; deaD strain in restrictive glucose medium; inhibition of the nicotinamide effect, % at 10 µM;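 active = inhibition above a set limit, placed 3 SD over the median of all compounds, cut at about 26% in these data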;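 also: 0% = nicotinamide-treated wells and 100% = cells grown without nicotinamide; some compounds called inactive have numbers as strong as hits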
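Assay system: engineered S. cerevisiae DeaD replicative-lifespan strain, galactose-grown log-phase cells; medium: restrictive CSMM-D dextrose medium; also added: nicotinamide, 1.5 mM, co-present with compound; schedule: 48 h compound exposure at 30 °C, humidified; detection: absorbance at 615 nm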
HCT116 PTEN-null: growth suppression of PTEN-null HCT116, primary screen, cell-based, CellTiter-Glo. HCT116 PTEN-null viability, 60 h; stronger effect = lower value. viability, % at 10 µM. hit rate 1.2% among 140,000;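 active = viability at or below a set limit, 4 SD under the median of all tested compounds, cut at about 3.7% in these data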;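 also: PTEN knockout HCT116 line with beta catenin targeted HCT116 as companion control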
Yeast growth inh: growth inhibitors of yeast BB579 in restrictive medium, primary screen, yeast lifespan-shortening project, S. cerevisiae; OD615, 48 h; inhibition, % at 10 µM; hit rate 0.51% among 140,000;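 active = inhibition above a set limit, 3 SD over the mean compound inhibition, cut at about 44% in these data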; also: inactives centre near -24
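controls = amphotericin B 10 µg/mL, positive | assay system = DeaD yeast strain BB579 | schedule = 48 h compound exposure at 30 °C after 4 h preincubation | detection = OD615 turbidity measurement | medium = restrictive CSMM-D medium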
HCT116 bCat-KO: primary screen for growth suppressors in beta-catenin knockout HCT116 cells (colon tumor, human); HCT116 beta-catenin knockout viability, CellTiter-Glo, 60 h; stronger effect = lower value; viability, % at 10 µM; hit rate 1.5% among 140,000;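 active = viability at or under a set limit, the compound median less 4 SD, cut at about 6% in these data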;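 also: 0% = Hyamine 1622 control at 20 µM and 100% = untreated cell control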
Measles CPE: compounds protecting cells from measles virus cytopathic effect, primary screen, measles RdRp inhibitor project, single point, MLSMR library, absorbance. protection (pct of control), % at 4 µM. hit rate 1.5% among 140,000. AID 841, 2007. Measles virus-infected cells, CPE protection; in the data active = protection mostly above about 24%, no sharp cut-off; inactive = mostly below about 26%; also: some compounds called inactive have numbers as strong as hits
E-sel TNF inh: E-selectin induction blockers in HUVEC – imaging, immunofluorescence, high content, primary screen. HUVEC TNFa-induced E-selectin immunofluorescence. inhibition, % at 2 µM. hit rate 0.71% among 120,000. AID 1246, 2008;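 active = inhibition above the batch mean plus 3 SD, and confirmed as a hit on visual image review, cut at about 43% in these data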;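 also: 0% = TNF-stimulated DMSO wells and 100% = unstimulated control wells; not every result past the cut was called active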
* = called active by the depositor; x = no result given.

cpd	canonical_smiles	Phagocytosis inh	GALR2 antag	NPY Y2 blocker	MRP-1 activ	Yeast life ext
1	COC(=O)CCCNC(=O)OCc1ccc([N+](=O)[O-])cc1	-1	3	3	0.6	-6
2	Cc1ccc(C(=O)C(OC(=O)CNC(=O)c2ccc(Cl)cc2)c2ccccc2)cc1 (stereo unspecified)	6	9	1	-2.1	-13
3	O=C(O)Cc1ccc(C(=O)c2ccccc2F)s1	0	3	4	2.2	-9
4	Cc1cccc(C)c1NC(=O)Cn1c(=O)n(CCCC(=O)NCc2ccco2)c(=O)c2sccc21	-1	-3	13	-3.6	-10
5	Cc1nn(Cc2cccc(C(=O)NCC(C)C)c2)c(C)c1Br	x	10	3	-0.3	x
6	CCSC1=C(C#N)C(c2ccc(OC)c(OC)c2)CC(=O)N1 (stereo unspecified)	-3	-14	-2	-0.9	-12
7	COc1ccc2[nH]c3c(Cl)ncnc3c2c1	-6	7	0	0.0	-8
8	CCN(CC)C(=O)CN(c1cc(Cl)ccc1OC)S(=O)(=O)c1ccc(C)c([N+](=O)[O-])c1	-10	-5	9	-1.8	-1

cpd	HCT116 PTEN-null	Yeast growth inh	HCT116 bCat-KO	Measles CPE	E-sel TNF inh
1	104	-8	94	7	-21
2	102	-41	94	8	-4
3	102	-19	87	9	-3
4	68	-20	76	20	22
5	95	-12	92	27*	-2
6	103	-26	95	22	-1
7	9	56*	5.7*	13	x
8	65	-38	70	12	x

3 structures already listed, sorted by heavy-atom count, largest number first:
cpd	canonical_smiles	Phagocytosis inh	GALR2 antag	NPY Y2 blocker	MRP-1 activ	Yeast life ext
8	CCN(CC)C(=O)CN(c1cc(Cl)ccc1OC)S(=O)(=O)c1ccc(C)c([N+](=O)[O-])c1	-10	-5	9	-1.8	-1
2	Cc1ccc(C(=O)C(OC(=O)CNC(=O)c2ccc(Cl)cc2)c2ccccc2)cc1 (stereo unspecified)	6	9	1	-2.1	-13
7	COc1ccc2[nH]c3c(Cl)ncnc3c2c1	-6	7	0	0.0	-8

cpd	HCT116 PTEN-null	Yeast growth inh	HCT116 bCat-KO	Measles CPE	E-sel TNF inh
8	65	-38	70	12	x
2	102	-41	94	8	-4
7	9	56*	5.7*	13	x

More results follow:
cpd	canonical_smiles	Phagocytosis inh	GALR2 antag	NPY Y2 blocker	MRP-1 activ	Yeast life ext
9	CCN(CC)c1ccc(/C=C(/C#N)c2nc3ccc(C)cc3[nH]2)c(OC(C)C)c1	x	34*	-5	-0.1	-8
10	O=C1CC(c2ccccc2)CC(O)=C1C=Nc1ccc(Cl)cc1 (stereo unspecified)	-8	10	10	-1.6	7
11	CCOC(=O)C(C)On1c(SC(C)C(=O)OCC)nc2ccccc2c1=O (stereo unspecified)	x	-1	3	-1.4	-1
12	CCN1C(=O)c2c(C)nc3ccccc3c2C1=O	-1	-2	0	-0.8	-12
13	O=C(C[n+]1cc(-c2ccc(Cl)c(Cl)c2)n2c1CCC2)OCc1ccccc1	-9	0	11	3.3	2
14	CCN1CCN(CCCCSc2ccccc2)CC1	-6	0	1	-0.8	5
15	COc1cccc(OC)c1C(=O)Nc1ccccc1N1CCCC1	-3	5	2	-1.9	-7
16	O=C1c2ccccc2S(=O)(=O)N1CC(O)Cn1ccc2ccccc21 (stereo unspecified)	8	9	-3	-0.3	-9

cpd	HCT116 PTEN-null	Yeast growth inh	HCT116 bCat-KO	Measles CPE	E-sel TNF inh
9	69	-79	84	3	-30
10	90	-16	95	5	44
11	93	-8	93	51	-5
12	100	8	88	11	-17
13	101	-25	95	15	x
14	94	-5	87	8	-22
15	81	-25	96	2	7
16	95	-38	92	6	10

Other results:
cpd	canonical_smiles	Phagocytosis inh	GALR2 antag	NPY Y2 blocker	MRP-1 activ	Yeast life ext
17	N#Cc1nc(-c2ccc(OCc3ccc(Cl)cc3)cc2)oc1N1CCC(C(N)=O)CC1	0	-19	1	-4.2	-23
18	CCN1CCCC1CNCc1cc(OC)c(OC)c(OC)c1 (stereo unspecified)	x	-1	4	-0.7	-2
19	COc1ccccc1NC(=O)C1C2C=CC3(CN(Cc4cccnc4)C(=O)C13)O2 (stereo unspecified)	0	0	4	-2.5	-3
20	COc1cc(NC(=O)CN2C(=O)c3ccccc3S2(=O)=O)c(OC)cc1Cl	2	-1	0	-0.5	-22
21	Cc1occc1-c1nnc(SCC(=O)N2CC(=O)Nc3ccccc32)n1CC(C)C	0	2	3	-0.6	-9
22	O=C1C2C3C=CC(C3)C2C(=O)N1c1nc2ccccc2s1 (stereo unspecified)	x	1	3	-1.9	x
23	CCOC(=O)c1ccc(-c2ccc(/C=N/NC(=O)CN(c3ccccc3Br)S(C)(=O)=O)o2)cc1	-3	6	1	-4.2	4
24	COc1cccc(C(=O)Nc2ccc(NC(=O)c3ccco3)cn2)c1	4	10	0	-2.6	-28

cpd	HCT116 PTEN-null	Yeast growth inh	HCT116 bCat-KO	Measles CPE	E-sel TNF inh
17	63	-48	68	10	x
18	95	-11	89	3	11
19	98	22	85	5	x
20	100	-34	100	7	0
21	89	2	78	10	3
22	94	-18	94	1	-16
23	10	-31	22	3	21
24	95	-21	105	6	-19

Brought forward from above: three entries; new compounds follow.
cpd	canonical_smiles	Phagocytosis inh	GALR2 antag	NPY Y2 blocker	MRP-1 activ	Yeast life ext
22	O=C1C2C3C=CC(C3)C2C(=O)N1c1nc2ccccc2s1 (stereo unspecified)	x	1	3	-1.9	x
23	CCOC(=O)c1ccc(-c2ccc(/C=N/NC(=O)CN(c3ccccc3Br)S(C)(=O)=O)o2)cc1	-3	6	1	-4.2	4
24	COc1cccc(C(=O)Nc2ccc(NC(=O)c3ccco3)cn2)c1	4	10	0	-2.6	-28
25	COc1ccccc1NC(=O)COc1ccc(/C=N/NC(=O)CSCc2cc(C)cc(C)c2)cc1	x	-10	1	-1.1	-5
26	COc1ccc2c(c1OC)C(=O)NC(C)=C(C(=O)OC(C)(C)C)C2O (stereo unspecified)	1	9	-1	-1.8	-3
27	CCn1c(=O)c2c(nc3n2CCCN3CCc2ccccc2)n(C)c1=O	-2	-3	-2	-0.2	-8
28	Cc1cc(NC(=O)COc2ccc(Cl)cc2Cl)n(-c2ccccc2)n1	-3	-10	6	-2.9	-22
29	CSCCC(NC(=O)c1ccco1)C(=O)OCC(=O)Nc1ncc(Cl)c(C)c1Cl (stereo unspecified)	-2	6	1	-2.0	-7
30	O=C(NC1CCCCC1)c1nn2c(C(F)(F)F)cc(-c3ccco3)nc2c1Br	0	5	-1	-4.0	-13
31	COc1ccc(C(=O)NCC(=O)Nc2ccccc2)cc1OC	0	-3	1	-1.1	-2
32	CCOC(=O)Nc1nc(C)c(C(=O)N(C)C)s1	1	-12	4	-0.2	-10

cpd	HCT116 PTEN-null	Yeast growth inh	HCT116 bCat-KO	Measles CPE	E-sel TNF inh
22	94	-18	94	1	-16
23	10	-31	22	3	21
24	95	-21	105	6	-19
25	92	-15	90	20	-10
26	98	14	95	12	-5
27	104	-28	103	4	0
28	77	-26	73	7	4
29	84	-22	95	11	4
30	81	-54	79	7	3
31	90	-14	92	13	-15
32	105	-40	97	14	-2

Going on with the list.
cpd	canonical_smiles	Phagocytosis inh	GALR2 antag	NPY Y2 blocker	MRP-1 activ	Yeast life ext
33	CCCCCC(=O)N/N=C/c1cc(Br)c(O)c(OC)c1	-2	-7	4	-2.9	5
34	COc1ccc([N+](=O)[O-])cc1NC(=O)C(C)Sc1ccc(C)cc1 (stereo unspecified)	8	-3	5	-1.0	-6
35	COc1ccccc1N1CCN(Cc2ccc(OC)c(OC)c2OC)CC1	0	-2	5	-4.2	-3
36	COc1ccc(OCC(=O)NNC(=O)c2cccc(S(=O)(=O)N(C)C)c2)cc1	-9	-14	2	4.6	31*
37	Cc1cnc(NC(=O)COc2cccc3c2OC(C)(C)C3)s1	x	7	1	-4.5	-20
38	Cc1ccccc1CSCc1nc2ccccc2[nH]1	-8	1	3	2.9	4
39	Cc1ccc(C(C)(C)C)c(OCCN2CCCC2)c1	-1	4	14	-1.9	9
40	c1ccc(C2=Nc3ccccc3NC(c3ccccc3)C2)cc1 (stereo unspecified)	-1	2	5	-5.3	-28

cpd	HCT116 PTEN-null	Yeast growth inh	HCT116 bCat-KO	Measles CPE	E-sel TNF inh
33	89	-15	97	6	-2
34	78	1	86	4	-12
35	71	-21	66	15	x
36	101	-26	96	13	x
37	63	-29	75	65*	14
38	83	-18	88	5	-25
39	76	-30	80	4	28
40	68	-31	65	6	-20

New compounds follow
cpd	canonical_smiles	Phagocytosis inh	GALR2 antag	NPY Y2 blocker	MRP-1 activ	Yeast life ext
41	CCc1nc2oc(C(=O)c3ccccc3)c(N)c2c2c1COC(C)(C)C2	0	-8	2	-2.7	-4
42	CC(=O)C1=C(O)C(=O)N(c2cccc(C(=O)O)c2)C1c1ccc(F)cc1 (stereo unspecified)	0	11	-2	3.0	1
43	Cc1scc(C(=O)NNC(=S)NCc2ccccc2)c1C	-4	5	5	-2.8	-2
44	COc1ccc(Br)cc1C1CC(=O)N2CN(C)CSC2=C1C#N (stereo unspecified)	0	3	1	-1.5	-16
45	Cc1ccc(OCC(=O)NNC(=O)C(=O)NC(C)(C)C)cc1	-11	-13	2	0.0	7
46	Cc1nc2ccccc2c(=O)n1NCc1cccs1	x	12	-1	-1.8	-8
47	COCCCNC(=O)CNC(=S)N(Cc1ccccc1F)C1CCCCC1	-1	-6	1	-2.6	0
48	O=C1N(c2ccc(Cl)cc2)C(c2ccc(Cl)cc2)N2CCCN12 (stereo unspecified)	-20	3	5	-1.3	6

cpd	HCT116 PTEN-null	Yeast growth inh	HCT116 bCat-KO	Measles CPE	E-sel TNF inh
41	76	-37	79	11	x
42	91	-28	97	12	-52
43	100	-2	105	15	x
44	98	-57	99	14	x
45	84	-10	89	17	-6
46	88	-62	86	8	-7
47	93	-31	96	26	34
48	73	2	73	15	x

Continued:
cpd	canonical_smiles	Phagocytosis inh	GALR2 antag	NPY Y2 blocker	MRP-1 activ	Yeast life ext
49	O=C(c1ccc(N2CCCC2=O)cc1)N1CCOCC1	-1	1	0	-1.4	-1
50	CCc1ccc(C(=O)NN(C(=O)c2ccc(CC)cc2)C(C)(C)C)cc1	-3	-10	3	-2.9	2
51	O=C(Nn1c(SCc2cccc([N+](=O)[O-])c2)nc2ccccc2c1=O)c1ccccc1	-10	-1	6	0.5	6
52	COc1ccc(OCCCN2CCCCCC2)cc1	0	2	2	-4.0	-9
53	O=C(NCCCCc1ccccc1)C1CC(c2ccccc2[N+](=O)[O-])=NO1 (stereo unspecified)	x	10	2	-1.8	-7
54	COc1ccc(Cl)cc1NC(=O)N1CCN(C2CCCCC2)CC1	-1	10	0	-0.6	0

cpd	HCT116 PTEN-null	Yeast growth inh	HCT116 bCat-KO	Measles CPE	E-sel TNF inh
49	100	-28	102	7	-22
50	64	2	77	12	18
51	81	-50	73	7	x
52	82	-25	78	4	-11
53	89	3	90	14	-10
54	99	-33	92	8	-27
